Compound activity (PubChem BioAssay)
HEK293 tox = cytotoxic in the GLP-1 receptor inverse agonist counter-screen. HEK293 cAMP-luciferase reporter cells, luminescence, 24 h. Potency, µM (series often up to 38.3 µM), for inactives: at the top dose activity change, negative = inhibition, actives largely listed as inhibitors. AID 624418. actives 0.13% (n = 410,000);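 further: loss of luciferase light is scored as toxicity; potency means the concentration at half of the fitted maximal effect; on the % scale 0 is the no-effect control and ±100 the full control effect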
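A 23 nL compound transfer followed 12 hours of cell culture at 37 deg C; exposure then lasted 24 hr. Luciferase assay detection reagent was dispensed and plates read for luminescence after a 12 min room-temperature wait.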
PTHR1 ag = PTHR1 (human) receptor agonism | HEK293 GP2 PTHR1 cells, GloSensor cAMP luminescence, 1 h | Potency, µM (top dose mostly 115 µM), without a hit: top-dose activation, hits mostly activators | actives 0.075% (n = 410,000) | Q03431; further: potency means the concentration at half of the fitted maximal effect; nearly all actives have a fitted effect of over 55% in size; some results filed as inactive show a strong effect at the top dose; inactives centre near -15; many of its hits are not listed in these tables
Target sequence (Q03431 whole entry, looked up): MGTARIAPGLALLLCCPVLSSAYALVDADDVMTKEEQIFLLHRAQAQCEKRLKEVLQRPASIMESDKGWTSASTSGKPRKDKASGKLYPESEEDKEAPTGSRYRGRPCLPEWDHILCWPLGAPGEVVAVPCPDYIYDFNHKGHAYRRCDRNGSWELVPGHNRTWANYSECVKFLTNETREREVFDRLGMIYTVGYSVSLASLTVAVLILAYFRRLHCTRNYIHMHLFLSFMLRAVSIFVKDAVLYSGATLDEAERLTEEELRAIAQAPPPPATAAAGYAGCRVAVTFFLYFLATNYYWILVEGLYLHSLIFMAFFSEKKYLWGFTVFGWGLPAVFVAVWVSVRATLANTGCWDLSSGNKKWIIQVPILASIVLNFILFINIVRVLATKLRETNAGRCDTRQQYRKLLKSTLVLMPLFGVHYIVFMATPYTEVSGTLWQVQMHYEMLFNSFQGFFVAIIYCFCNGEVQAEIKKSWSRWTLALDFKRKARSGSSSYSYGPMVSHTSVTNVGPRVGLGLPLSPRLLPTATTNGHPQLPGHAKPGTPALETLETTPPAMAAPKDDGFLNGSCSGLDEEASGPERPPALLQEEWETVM
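HEK-293-derived GP2 cells expressing PTHR1 and a GloSensor cAMP reporter, 3,000/well, plated overnight, given luciferin plus IBMX (each 0.5 mM as added) for 1 h at 37 °C, then compound for 1 h at 37 °C. Luminescence was read after 15 min at room temperature.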
aSyn rescue = alpha-synuclein toxicity inhibition in yeast; actives 0.14% (n = 370,000); Yeast expressing alpha-synuclein, growth rescue, BacTiter-Glo, 24 h; Potency, µM (series often up to 46.1 µM), inactives show at the highest dose growth rescue (activation), actives largely listed as activators; further: potency means the concentration at half of the fitted maximal effect; % of control where 0% means no effect; nearly all actives have a fitted effect of over 65% in size
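Screening used galactose-induced yeast with toxic alpha-synuclein levels, exposed to compound for 24 hr at 30 deg C. Cell growth, read with BacTiter-Glo luminescence, gave the measured signal.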
FUS suppressor = FUS proteinopathy suppression in yeast | actives 0.24% (n = 390,000) | Potency, µM (doses to about 76.6 µM), for inactives: at the top dose growth rescue (activation), actives largely listed as activators | S. cerevisiae FUS-expressing, growth rescue, OD600, 24 h | AID 1347120;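 further: potency means the concentration at half of the fitted maximal effect; plate controls were DMSO vehicle for no effect and reference control for full effect; nearly all actives have a fitted effect of over 55% in size; some results filed as inactive show a strong effect at the top dose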
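Yeast FUS proteinopathy model; galactose-induced FUS (2%), starting OD 0.005. Cpds in dilution series, 24hr, 30C, 99% humidity. Abs 600 nm growth. Pos ctrl CP55940 (top 92uM final); neg ctrl DMSO.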
GLP1R inv ag = inverse agonists of human GLP-1 receptor; HEK293 GLP-1R CRE-luciferase, luminescence, 24 h; GLP-1R form is constitutively active; Potency, µM (top dose mostly 38.3 µM), for the others: top-dose activity change, negative = inhibition, usual class: inhibitors; actives 1.6% (n = 410,000); further: potency means the concentration at half of the fitted maximal effect; on the % scale 0 is the no-effect control and ±100 the full control effect; nearly all actives have a fitted effect of over 55% in size
Target sequence (P43220 whole entry, looked up): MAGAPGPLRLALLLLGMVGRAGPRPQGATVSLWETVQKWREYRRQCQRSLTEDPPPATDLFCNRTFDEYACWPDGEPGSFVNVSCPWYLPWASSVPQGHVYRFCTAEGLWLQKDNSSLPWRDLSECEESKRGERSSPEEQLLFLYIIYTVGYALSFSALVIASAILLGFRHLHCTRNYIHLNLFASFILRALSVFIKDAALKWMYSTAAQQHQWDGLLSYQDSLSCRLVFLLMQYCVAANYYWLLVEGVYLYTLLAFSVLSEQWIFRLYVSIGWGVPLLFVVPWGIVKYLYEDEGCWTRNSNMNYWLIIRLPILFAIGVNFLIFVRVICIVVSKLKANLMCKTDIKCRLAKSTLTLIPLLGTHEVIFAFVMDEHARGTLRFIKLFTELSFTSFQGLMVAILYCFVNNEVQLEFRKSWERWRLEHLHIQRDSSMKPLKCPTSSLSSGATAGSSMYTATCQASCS
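HEK293 cells stably co-expressing a cAMP-responsive luciferase reporter and constitutively active GLP-1R were seeded, incubated 12 h, then exposed to compounds for 24 h at 37 C. Luminescence was read 12 min after detection reagent; inverse agonists lower signal.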
Mm-Cpn inhibitor = M. maripaludis TRiC chaperonin inhibition; purified Mm-Cpn ATPase, ADP Transcreener TR-FRET; Potency, µM (series often up to 76.9 µM), without a hit: at the top dose activity, negative = inhibition, hits mostly inhibitors; actives 0.031% (n = 330,000); further: potency means the concentration at half of the fitted maximal effect; on the % scale 0 is the no-effect control and ±100 the full control effect; nearly all actives have a fitted effect of over 80% in size
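ATPase read-out: TR-FRET ADP immunoassay (anti-ADP Eu cryptate vs ADP-d2), ex 320 nm, em 590/665 nm; signal drops as ADP forms. Enzyme 25 nM, ATP 10 uM, 30 min at 37°C after 10 min compound preincubation.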
Akt phos inh = inhibitors of Akt phosphorylation; Neuro2A IGF-stimulated pAkt S473 HTRF, 20 min; hits give low values; activity change, % for hits at 50 µM; actives 0.32% (n = 360,000); in the data active means activity change below about -80%; inconclusive means mostly about -51% to -80%; further: on the % scale 0 is the no-effect control and ±100 the full control effect
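Neuro2A cells in DMEM with 0.5% FBS, overnight at 37 deg C, given compound at single 50 µM final, then IGF (6 nM final) for 20 min at 37 deg C. Lysed; phospho-Akt Ser473 by HTRF after 24 h, 665/615 ratio.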
Abeta rescue = restores growth of yeast expressing A-beta42 peptide; Potency, µM (doses to about 46.1 µM), for inactives: at the top dose growth rescue, hits mostly activators; yeast expressing A-beta42, growth rescue, OD600, 48 h; response scale: 0% DMSO, 100% iron-clioquinol control; actives 0.063% (n = 410,000); further: potency means the concentration at half of the fitted maximal effect; nearly all actives have a fitted effect of over 55% in size
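Yeast growth medium received pinned compounds, then yeast cells expressing toxic A-beta were added; plates incubated at 30 C for 48 hr. Growth read as absorbance at 600 nm, normalized to DMSO and equimolar FeCl3 plus clioquinol controls.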
TDP-43 yeast inh = rescues yeast growth from TDP-43 toxicity; TDP-43 expressing yeast growth rescue, BacTiter-Glo, 24 h; Potency, µM (series often up to 46.1 µM), for the others: top-dose growth rescue (activation), actives largely listed as activators; actives 1.8% (n = 410,000); AID 652104; further: potency means the concentration at half of the fitted maximal effect; % of control where 0% means no effect; nearly all actives have a fitted effect of over 50% in size
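Luminescence from BacTiter-Glo reports growth of TDP-43-expressing yeast after 24 hr at 30 deg C with compound. Cells were raffinose-pregrown to mid-log, then seeded in galactose medium at OD600=0.02.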
Active calls of the source: *; i = inactive; ? = inconclusive; . = not tested or not shown; & = joins results of further samples; [ ] = remark or other dose. Unless noted, the call rests on the fitted dose curve; in most records, active means well fitted curve in the direction sought with a large enough effect; inconclusive means small, poorly fitted or top-dose-only effect, or another doubt; inactive means no such curve, though single readings can be large; an effect the other way counts as inactive or inconclusive. Not all compounds are listed (hit frequency here may not be typical).

mol | HEK293 tox | FUS suppressor | TDP-43 yeast inh | aSyn rescue | GLP1R inv ag | PTHR1 ag | Akt phos inh | Abeta rescue | Mm-Cpn inhibitor
COc1ncccc1C(=O)N1CCC(n2nccc2NC(=O)CC(C)C)CC1 | -2% | . | 6% | -3% | 13% | -27% | i | -8% | -1%
CCCn1nnc(NC(=O)COc2cc(C)ccc2C(C)C)n1 | -20% | ? | 20% | 27% | 0% | i | . | 14% | -2%
COc1ccc(C(=O)N2CC(=O)Nc3ccccc32)cc1S(=O)(=O)N1CCCC1 | -6% | 6% | 10% | 5% | -8% | i | i | 2% | 2%
Cc1ccc(C(=O)OCC(=O)Nc2ccccc2Cl)c(O)c1 | 3% | 15% | ? | 10% | 3% | -13% | i | 12% | -1%
O=C(CN1CCC(NC(=O)C2CCCCC2)CC1)NCc1ccco1 | 25% | -3% | 8% | -7% | 12% | -9% | i | 3% | -1%
CCCn1c(SC(C(=O)Nc2cccc(OC)c2)c2ccccc2)nc2ccccc2c1=O (configuration not stated) | -29% | 9% | 6% | 2% | -2% | i | i | 22% | -2%
COC(=O)CNC(=O)C1Nc2ccccc2C2C=CCC12 (configuration not stated) | 2% | ? | 8% | 0% | 2% | i | i | 3% | .
COC(=O)CCC(NC(=O)c1cc(C)oc1C)C(=O)OC (configuration not stated) | -4% | 19% | -5% | -3% | 1% | i | -105%* | -11% | 0%
COc1ccc(S(=O)(=O)N(CC(=O)NCC2CCCO2)Cc2ccccc2)cc1C (configuration not stated) | -1% | 33% | -18% | -1% | -2% | ? | i | -6% | -20%
Cc1cc(C(=O)CSc2n[nH]c(N)n2)c(C)n1-c1cc(F)ccc1F | -8% | ? | -4% | -7% | 32%[activator] | -24% | i | 5% | -4%
CCc1ccc(/C=C/c2c[nH]c3ccccc23)[n+](CC)c1 | -13% | -10% | -9% | -7% | ? | -24% | i | -7% | -2%
CCOc1ccc(NC(=O)c2cccc(NC3=NC4CS(=O)(=O)CC4S3)c2)cc1 (configuration not stated) | 7% | -18% | 10% | 0% | -5% | i | i | 8% | -3%
Cc1cc(C(=O)COC(=O)c2ccc3c(c2)OCO3)c(C)n1Cc1cccs1 | 2% | 16% | -2% | 1% | ? | -19% | i | -11% | -4%
CCCCC(c1nc2ccccc2[nH]1)n1c(=O)c(-c2ccccc2)nc2cc(C)c(C)cc21 (configuration not stated) | 9% | -20% | 4% | -1% | ? | 1% | i | -20% | .
CC(=O)c1ccc(N2CCN(C(=O)/C=C/c3ccc4ccccc4n3)CC2)cc1 | 5% | -11% | ? | 10µM* | 25% | -90%[inhibitor] | i | 4% | 2%
O=C(CN(C(=O)Cn1nnc(-c2ccc(F)cc2)n1)c1ccc(F)cc1)NC1CCCC1 | -10% | 8% | 0% | 0% | -11% | -4% | i | 11% | 2%
COc1cc(C2C(C#N)=C(N)OC3=C2C(=O)CC(C)(C)C3)c([N+](=O)[O-])cc1OC (configuration not stated) | 1% | 7% | 12% | 3% | 29% | i | i | -5% | -2%
CC(Sc1ccccc1)C(=O)NNC(=O)c1ccncc1 (configuration not stated) | 1% | -7% | 16% | 1% | 5% | -3% | i | 4% | -1%
CCC(=O)Nc1nnc(SCC(=O)Nc2ccc3c(c2)OCO3)s1 | -6% | . | 10% | -3% | 11% | 3% | i | -7% | 1%
CC1CC(C)CN(CCCNC(=O)C2CCN(S(=O)(=O)N3CCCCC3)CC2)C1 (configuration not stated) | 1% | -13% | -26% | 0% | -13% | 8% | i | -14% | 0%
Cc1ccc(-n2nc(C)c(/C=N/n3c(C)n[nH]c3=S)c2Cl)cc1 | -3% | 4% | 19% | 5% | 40%[activator] | i | i | -16% | 1%
Cc1ccc(C(=O)Nc2ccc(N3CCOCC3)cc2N2CCOCC2)cc1 | 5% | 16% | 1% | 1% | 9% | i | i | 16% | 0%
Cc1cccc(C(=O)N/N=C/c2ccncc2)c1 | 7% | -12% | -2% | . | 0% | i | . | -12% | 2%
COc1ccc2c(c1[N+](=O)[O-])CCC/C2=N/OC(=O)c1ccccc1SC | -13% | 13% | 17% | 3% | -15% | -58%[inhibitor] | i | 19% | 0%
Cc1ccc(C2CC2/C(=N/O)c2ccc(F)cc2)cc1 (configuration not stated) | -2% | 19% | 19% | -21% | 10µM* | -7% | i | 13% | 0%
CC1CCN(S(=O)(=O)c2cc3c4c(c2)CC(=O)N4CCC3)CC1 | 2% | 32% | 17% | . | 6% | -2% | . | -12% | .
CN1C(=S)SC(N(O)C(=O)Nc2ccccc2)C1(C)C (configuration not stated) | -2% | -23% | 1% | 0% | 5% | -8%[57.5 µM] | i | 7% | 0%
COc1cccc(-c2sc3ccc(OC)cc3c2-c2cc(F)cc(OC)c2)c1 | 9% | -31% | 22% | 6% | ? | -16% | i | 8% | -14%
CCN(CC)S(=O)(=O)c1cccc(NC(=O)COC(=O)c2cccs2)c1 | -10% | 10% | . | 2% | -1% | -14% | i | 14% | 1%
CC(C)(C)c1ccc(C(=O)N2CCCCC2CCN2CCCCC2)cc1 (configuration not stated) | 3% | 14% | 17% | . | -22% | i | . | -33% | .
Cc1csc(NC(=O)C2CCN(C(=O)c3ccccc3C)CC2)n1 | 9% | -12% | 4% | 13% | -5% | -27% | i | 10% | 1%
CCOC(=O)C1=c2s/c(=C\c3ccncc3)c(=O)n2C(N)=C(C(=O)OC)C1c1ccncc1 (configuration not stated) | 6% | 0% | 1% | 4% | 7% | -5% | i | 8% | 0%
COC(=O)/C=C1\OCc2cccc(C)c21 | -6% | -9% | 0% | 0% | 5% | -10% | i | 7% | .
CCCn1c2ccccc2c2cnn(CC(=O)NCCCOC)c(=O)c21 | 10% | 2% | 6% | 9% | 11% | i | i | -10% | 1%
CCO[C@H]1OC(C(=O)N2CCN(C)CC2)=C[C@@H](c2ccc(Br)cc2)[C@@H]1CCCO | 0% | -14% | 18% | 0% | 9% | i | i | 5% | .
Cc1ccc(C)c(N2CCN(S(=O)(=O)c3ccc(-c4ccc(=O)[nH]n4)o3)CC2)c1 | -6% | -10% | 0% | 8% | 10% | i | i | 2% | -5%
Cc1cccc(N(Cc2ccccc2)C(=O)c2ccccc2F)c1 | -1% | 18% | -1% | 6% | ? | -18% | i | -11% | -3%
O=C(Nc1ccc(S(=O)(=O)N2CCCCCC2)cc1)c1c(F)cccc1F | -3% | 12% | 0% | 21% | ? | -37%[inhibitor] | i | 28% | -2%
COc1ccc(CCN2C(=O)CC(NNC(=O)c3ccc(F)cc3)C2=O)cc1OC (configuration not stated) | -2% | . | -11% | 5% | 13% | -22% | i | 0% | 0%
CN(C)C(=S)NC(=O)C(c1ccccc1)c1ccccc1 | ? | -8% | -6% | 3% | -23% | i | i | 11% | 0%
CCOC(=O)c1c(-c2ccc(OC)cc2)csc1NC(=O)COc1ccc2c(C)cc(=O)oc2c1 | -5% | . | 20% | -10% | -9% | i | i | -20% | -7%
CC1CCCCC1NC(=O)CCNS(=O)(=O)c1ccc(Cl)cc1 (configuration not stated) | -7% | -5% | -3% | 14% | ? | i | i | 17% | -9%
CCOc1cc(N2CCOCC2)c(OCC)cc1NC(=O)C1CC(=O)N(c2ccccc2OCC)C1 (configuration not stated) | 2% | 24% | -2% | -3%[1.84 µM] | 41%[activator] | i | i | 4% | 0%
COc1ccc(-c2[nH]ncc2CN(Cc2nccn2C)C(C)C)c(F)c1 | 10% | 2% | -17%[0.397 µM] | 2% | ? | -20% | i | -4% | 1%
C[C@H](CO)N1C[C@H](C)[C@@H](CN(C)S(=O)(=O)c2ccccc2)Oc2c(NS(=O)(=O)c3ccc(F)cc3)cccc2C1=O | -2% | ? | 6% | 0% | 22% | i | i | -15% | 0%
Cc1n[nH]c(=O)c2c(NC(=O)CSc3nncn3C(C)C)oc(C)c12 | 1% | -12% | 14% | -1% | 15% | -28% | i | 1% | 0%
CCOC(=O)C(=O)N(C)c1c(CC)nc2c(OCc3ccccc3C)cccn12 | -17% | 3% | -2% | 0% | -7% | i | i | -16% | .
Cc1cc(-n2c(C)cc(C(=O)CSc3nnnn3-c3ccccc3)c2C)no1 | -9% | 34% | ? | 0% | -9% | -4%[57.5 µM] | . | -4% | -6%
Cc1noc(C)c1S(=O)(=O)N(C)C[C@H]1Oc2ccc(NS(=O)(=O)c3ccccc3)cc2C(=O)N([C@H](C)CO)C[C@@H]1C | -2% | 19% | 14% | 2% | 19% | -9% | i | 5% | 3%
CS(=O)(=O)Nc1ccc(C(=O)Nc2ccccc2-c2ccccc2)cc1 | 3% | -7% | -12% | -2% | 2% | i | i | 2% | 0%
CC(C)(C)n1nc2c(c1NC(=O)Cc1ccccc1)CS(=O)(=O)C2 | -12% | 13% | -13%[9.22 µM] | -4% | 0% | 2% | i | -14% | 0%
COc1ccc(Nc2nc(-c3ccccc3F)nc3ccccc23)cc1OC | -21%&-19% | -11%&15% | 20%&23% | -6% | -26%&3% | -14% | i | -2%&6% | -4%
C=CCc1cc(C)cc(C)c1OCCn1cncn1 | -2% | 10% | -19% | -6% | 0% | -3% | i | 3% | 1%
O=C(NNC1=NCCN1Cc1ccccc1)c1cccc(C(F)(F)F)c1 | 17% | -2% | -25% | 0% | -24% | 3% | i | -11% | -2%
